Compound activity (PubChem)
LYPLA1 inh = blocks human lysophospholipase 1, a PME1 counter-screen. recombinant LYPLA1, FP-Rh probe fluorescence polarization. inhibition, % at 5.9 µM. 320,000 tested, 0.16% active;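 active = inhibition above the mean of all tested compounds plus 3 SD, set per campaign, cut at about 14% in these data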;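 also: inhibitors block serine hydrolase probe labeling of LYPLA1 so polarization falls; 0% = enzyme with DMSO and 100% = wells lacking LYPLA1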
Target sequence (O75608 whole entry, looked up): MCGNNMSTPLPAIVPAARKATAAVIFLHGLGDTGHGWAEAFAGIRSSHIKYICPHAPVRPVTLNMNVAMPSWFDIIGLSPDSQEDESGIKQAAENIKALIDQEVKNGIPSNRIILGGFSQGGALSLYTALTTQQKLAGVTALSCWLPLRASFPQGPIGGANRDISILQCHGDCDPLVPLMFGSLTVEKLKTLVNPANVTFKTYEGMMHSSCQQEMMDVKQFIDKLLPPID
PREPL inhibitor = inhibits the human prolyl oligopeptidase-like enzyme | recombinant PREPL, fluorescence polarization activity-based probe | inhibition, % at 5.96 µM | 320,000 tested, 0.68% active; in the data active = inhibition above about 43%;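 also: 0% = enzyme with DMSO and 100% = wells lacking enzyme; many of its hits are not listed in these tables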
pPAFAH FP inh = inhibitors of human plasma PAF acetylhydrolase (pPAFAH); Q13093; recombinant pPAFAH, FP-rhodamine probe fluorescence polarization; inhibition, % at 3.39 µM; 330,000 tested, 1.5% active; AID 463082;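 active = inhibition above the mean inhibition across the screen plus 3 SD, cut at about 25% in these data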;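 also: inhibitors block binding of the rhodamine activity-based probe so polarization drops; 0% = enzyme with DMSO and 100% = wells lacking pPAFAH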
Target sequence (Q13093 whole entry, looked up): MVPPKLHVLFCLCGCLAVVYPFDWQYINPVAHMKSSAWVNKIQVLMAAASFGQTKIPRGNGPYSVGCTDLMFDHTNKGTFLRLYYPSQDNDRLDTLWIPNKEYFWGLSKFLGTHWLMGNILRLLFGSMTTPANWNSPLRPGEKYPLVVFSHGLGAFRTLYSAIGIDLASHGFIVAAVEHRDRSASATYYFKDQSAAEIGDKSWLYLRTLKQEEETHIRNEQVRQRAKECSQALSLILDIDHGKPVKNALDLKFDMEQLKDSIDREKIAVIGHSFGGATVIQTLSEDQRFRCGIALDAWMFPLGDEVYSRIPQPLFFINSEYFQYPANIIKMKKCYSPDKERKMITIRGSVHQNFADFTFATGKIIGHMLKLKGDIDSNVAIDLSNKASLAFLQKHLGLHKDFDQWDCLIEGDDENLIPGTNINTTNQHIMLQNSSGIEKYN
LYPLA2 counter = counter-screen for PME1 inhibitors: inhibitors of human LYPLA2; O95372; recombinant LYPLA2, FP-Rh probe fluorescence polarization; inhibition, % at 5.9 µM; 320,000 tested, 0.38% active; AID 2177;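 active = inhibition above the screen-wide mean plus 3 SD, limit set per campaign, cut at about 26% in these data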;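 also: 0% = LYPLA2 with DMSO and 100% = wells lacking LYPLA2 enzyme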
EBNA-1 inhibitor = blocks EBNA-1 binding to DNA; inhibition, % at 14.8 µM; 300,000 tested, 0.34% active; EBNA-1 DNA binding, fluorescence polarization; in the data active = inhibition above about 28%
PAFAH1B3 FP inh = PAFAH1B3 (human) inhibition | 340,000 tested, 0.28% active | Q15102 | recombinant PAFAH1B3, FP-rhodamine probe, fluorescence polarization | inhibition, % at 3.39 µM;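 active = inhibition above the screen-wide average of all tested compounds plus 3 SD, cut at about 25% in these data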;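 also: 0% = enzyme with DMSO only and 100% = wells lacking PAFAH1B3 protein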
PAFAH2 FP inh = PAFAH2 (human) inhibition; Q99487; recombinant PAFAH2, FP-rhodamine activity probe, fluorescence polarization; inhibition, % at 3.39 µM; 340,000 tested, 0.99% active; AID 492956;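 active = inhibition above the mean over all tested compounds plus 3 SD, cut at about 30% in these data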;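 also: inhibitors block probe labeling of enzyme so polarization drops; 0% = enzyme with DMSO and 100% = wells lacking PAFAH2 protein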
PAFAH1B2 FP inh = inhibitors of human PAFAH1B2. inhibition, % at 3.39 µM. recombinant PAFAH1B2, FP-rhodamine activity probe, fluorescence polarization. 340,000 tested, 1.2% active. AID 492953. P68402;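 active = inhibition above the mean of all tested compounds plus 3 SD, cut at about 24% in these data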;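 also: 0% = enzyme with DMSO and 100% = wells lacking PAFAH1B2; many of its hits are not listed in these tables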
Target sequence (P68402 whole entry, looked up): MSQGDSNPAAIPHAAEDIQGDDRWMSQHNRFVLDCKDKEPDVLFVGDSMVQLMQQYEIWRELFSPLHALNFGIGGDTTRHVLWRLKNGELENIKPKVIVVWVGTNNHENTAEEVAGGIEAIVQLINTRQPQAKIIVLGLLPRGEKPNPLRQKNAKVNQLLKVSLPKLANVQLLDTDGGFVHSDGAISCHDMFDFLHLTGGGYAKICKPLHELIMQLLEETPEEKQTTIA
ZTA counter = ZTA (EBV) inhibition in EBNA-1 counter-screen | inhibition, % at 11 µM | ZTA-DNA binding, fluorescence polarization | 320,000 tested, 0.15% active; in the data active = inhibition above about 33%
The depositor's hits bear a star; . = no result given; & = joins results of further samples.

cpd	structure	LYPLA1 inh	PREPL inhibitor	pPAFAH FP inh	LYPLA2 counter	EBNA-1 inhibitor
1	CC(=O)c1ccc(OCc2cc(C(=O)NCC3CCCCO3)no2)cc1 (stereo not given)	1	39	2	17	8
2	CCn1c(=O)c(C(=O)NNC(=O)c2ccc(Cl)cc2Cl)c(O)c2ccccc21	-3	-3	5	2	-5
3	O=C(COC(=O)C1c2ccccc2Oc2ccccc21)Nc1ccc2c(c1)OCO2	-5	-6	11	-3	-10
4	Cc1ccc(NC(=O)CS(=O)CC(=O)Nc2cccc(C)c2C)cc1F (stereo not given)	1	7	-12	-9	-3
5	COc1n[nH]c(C(=O)Nc2nc3ccccc3s2)c1[N+](=O)[O-]	4	10	12	2	34*
6	O=C(O)c1ccccc1-c1ccccc1C(=O)Nc1ccc(-c2nc3cc(Cl)ccc3o2)cc1	-14	-4	6	-22	5
7	O=C(C1CCCO1)N1CCC(O)(c2ccccc2)CC1 (stereo not given)	-2	-1	2	-1	8
8	Cc1ccc(S(=O)(=O)/N=C/c2ccc(N(C)C)cc2)cc1	0	2	2	-2	1
9	COc1nc(C)cc(C)c1S(=O)(=O)c1ccc(Cl)cc1	4	4	5	4	3
10	CCOc1ccccc1C1CC(=O)Nc2cc3c(cc21)OCCO3 (stereo not given)	-1	1	7	-3	10
11	COc1ccc(N2CCN(S(=O)(=O)c3cc4c5c(c3)C(C)C(=O)N5CCC4)CC2)cc1 (stereo not given)	7	18	0	3	8
12	COc1cc(CC(=O)NCCCc2ccccc2)cc(OC)c1OC	1	1	2	-5	6
13	COc1ccccc1C(=O)Nc1ccc2c3c(cccc13)CC2	0	2	4	1	-4
14	CCN(CC(=O)Nc1c(F)cccc1F)C(=O)c1cc2c(cc1Cl)N1CCCCCC1=NS2(=O)=O	0	9	-3	4	-6
15	CNC(=O)Oc1ccc2c(c1)[C@]1(C)CCN(C)[C@@H]1N2C	9&2	-3&-1	4&4	0&1	11&8

cpd	PAFAH1B3 FP inh	PAFAH2 FP inh	PAFAH1B2 FP inh	ZTA counter
1	-2	7	0	9
2	8	-8	-3	4
3	4	-10	3	-4
4	-4	-11	14	7
5	-1	19	10	0
6	1	-2	-6	9
7	4	1	8	5
8	0	-5	6	5
9	-5	-4	3	5
10	2	0	-2	14
11	2	-3	1	-2
12	4	-13	-5	5
13	2	11	-4	-4
14	6	-6	0	3
15	8&7	16&0	3&4	15&9

Later entries:
cpd	structure	LYPLA1 inh	PREPL inhibitor	pPAFAH FP inh	LYPLA2 counter	EBNA-1 inhibitor
16	CCOC(=O)c1[nH]nc(-c2c(O)cc(C)cc2O)c1-c1csc(C)n1	2	6	9	-1	-4
17	COc1ccc(COC(=O)N/N=C(\C)CC(=O)NCc2ccc(Cl)cc2)cc1	1	9	0	-1	-19
18	CC(=O)OC1c2c(ccc3ccc(=O)oc23)OC(C)(C)C1OC(=O)CC(C)C (stereo not given)	-3	-43	-3	-9	-9
19	CCN1CCN(C(=O)N[C@@H](C(=O)N[C@@H]2C(=O)N3[C@@H]2SC(C)(C)[C@@H]3C(=O)O)c2ccccc2)C(=O)C1=O	2	6	3	2	5
20	COc1ccc(N=C2SC(C(=O)Nc3ccc(OC)cc3)CC(=O)N2CCN2CCOCC2)cc1 (stereo not given)	3	17	2	10	6
21	NC(=O)CC(NC(=O)c1ccccc1)c1ccc(NCCCN2CCCC2=O)c([N+](=O)[O-])c1 (stereo not given)	6	-1	8	0	0
22	CCOC(=O)c1ccc(N2C(=O)CC(N3CCOCC3)C2=O)cc1 (stereo not given)	1	-3	0	-2	-5
23	CCOC(=O)CSC1=Nc2ccccc2C2=NC(CC(=O)NCc3ccc(OC)cc3)C(=O)N12 (stereo not given)	-2	3	2	3	-4
24	O=C(c1ccc(-n2cccn2)cc1)N1CCc2ccccc2C1	1	0	0	6	4
25	CN1CCN(S(=O)(=O)c2ccc(N3CCN(S(=O)(=O)c4cccs4)CC3)nc2)CC1	-4	-3	0	-5	13
26	COc1ccc(-n2c(Cn3nc(C(F)(F)F)cc3C)n[nH]c2=S)cc1	-2	9	-2	1	8
27	CN(c1ccc(Br)cc1)S(=O)(=O)c1ccc2[nH]cc(C(=O)NCCN3CCOCC3)c(=O)c2c1	0	0	0	-2	-9
28	CCc1cc2cc(C)cc(C)c2nc1Cl	3	0	0	5	3
29	CC(C)CCn1c(=O)c2ccccc2n2c(CCl)nnc12	1	1	-2	3	-5
30	CCOc1ccc(CCNC(=O)CCC(=O)N2CCOc3ccccc32)cc1OCC	0	-12	4	3	12

cpd	PAFAH1B3 FP inh	PAFAH2 FP inh	PAFAH1B2 FP inh	ZTA counter
16	3	-3	5	-2
17	4	3	3	12
18	7	-2	4	-5
19	.	.	.	1
20	-6	2	4	6
21	2	0	2	-20
22	5	-5	1	2
23	2	-3	7	11
24	4	-3	-7	4
25	-1	2	9	5
26	12	-3	5	-21
27	7	-1	9	-8
28	1	-3	6	-2
29	3	2	-3	4
30	-1	5	0	5

Next part
cpd	structure	LYPLA1 inh	PREPL inhibitor	pPAFAH FP inh	LYPLA2 counter	EBNA-1 inhibitor
31	Cc1ccc(-n2[nH]c(C)c(/C=N/c3ccccn3)c2=O)cc1	-3	7	6	2	9
32	Cc1ccc(CN2C(=O)CCC2C(=O)NCc2ccc(F)cc2)cc1 (stereo not given)	0	5	3	6	3
33	CCc1ccccc1NC(=S)NC1CC2CCC(C1)N2Cc1ccco1 (stereo not given)	-1	4	4	6	-2
34	COc1ccc(C(CNC(=O)c2cccn2C)N2CCOCC2)cc1 (stereo not given)	1	25	-8	4	.
35	CCOC(=O)Nc1ccc(OCc2nnc3c4ccccc4c(C)nn23)cc1	-2	10	7	0	6
36	O=C(CNCc1cccnc1)Nc1cc(C(F)(F)F)ccc1N1CCOCC1	-2	7	-1	-3	-7
37	COc1ccc(-c2c(C#Cc3ccsc3)c3cc(Br)ccc3n2C)cc1	-1	3	5	-1	.
38	Cc1ccc(-c2csc(NC(=O)COC(=O)c3cccc(S(=O)(=O)N4CCOCC4)c3)n2)cc1	-11	-29	7	-15	98*
39	O=C1C=C(N2CCCCCC2)C2(CCCCC2)O1	1	3	6	1	1
40	COc1ccc(C(=O)c2c[nH]c(C(=O)NCC3CCCO3)c2)cc1 (stereo not given)	-1	15	-9	-4	0
41	CCOc1cc(CN2CCCCC2)ccc1OC	-5	7	5	5	-2
42	O=C(Nc1ccc(S(=O)(=O)N2CCOCC2)cc1)C1CC(=O)N(c2ccc(F)cc2)C1 (stereo not given)	3	17	0	7	2
43	O=C(C1CC(=O)N(c2ccccc2)C1)N1CCN(C2=NS(=O)(=O)c3ccccc32)CC1 (stereo not given)	0	10	4	-6	-4
44	CCN(CC)S(=O)(=O)c1ccc(C)c(NC(=O)COc2ccc(Cl)cc2Br)c1	0	2	0	6	6
45	Cc1ccccc1OCCCn1c(CO)nc2ccccc21	0	-15	0	2	-1

cpd	PAFAH1B3 FP inh	PAFAH2 FP inh	PAFAH1B2 FP inh	ZTA counter
31	-4	7	1	7
32	-5	-5	9	-2
33	6	-2	0	3
34	4	8	3	1
35	6	1	0	-1
36	3	-1	3	-1
37	-3	1	-1	12
38	.	.	.	-6
39	8	7	6	11
40	3	-1	-4	11
41	-1	-9	1	-5
42	5	-2	6	-2
43	0	-1	0	-3
44	6	-2	5	0
45	2	-2	2	-3

Reprinted, compounds 3–13
cpd	structure	LYPLA1 inh	PREPL inhibitor	pPAFAH FP inh	LYPLA2 counter	EBNA-1 inhibitor
3	O=C(COC(=O)C1c2ccccc2Oc2ccccc21)Nc1ccc2c(c1)OCO2	-5	-6	11	-3	-10
4	Cc1ccc(NC(=O)CS(=O)CC(=O)Nc2cccc(C)c2C)cc1F (stereo not given)	1	7	-12	-9	-3
5	COc1n[nH]c(C(=O)Nc2nc3ccccc3s2)c1[N+](=O)[O-]	4	10	12	2	34*
6	O=C(O)c1ccccc1-c1ccccc1C(=O)Nc1ccc(-c2nc3cc(Cl)ccc3o2)cc1	-14	-4	6	-22	5
7	O=C(C1CCCO1)N1CCC(O)(c2ccccc2)CC1 (stereo not given)	-2	-1	2	-1	8
8	Cc1ccc(S(=O)(=O)/N=C/c2ccc(N(C)C)cc2)cc1	0	2	2	-2	1
9	COc1nc(C)cc(C)c1S(=O)(=O)c1ccc(Cl)cc1	4	4	5	4	3
10	CCOc1ccccc1C1CC(=O)Nc2cc3c(cc21)OCCO3 (stereo not given)	-1	1	7	-3	10
11	COc1ccc(N2CCN(S(=O)(=O)c3cc4c5c(c3)C(C)C(=O)N5CCC4)CC2)cc1 (stereo not given)	7	18	0	3	8
12	COc1cc(CC(=O)NCCCc2ccccc2)cc(OC)c1OC	1	1	2	-5	6
13	COc1ccccc1C(=O)Nc1ccc2c3c(cccc13)CC2	0	2	4	1	-4

cpd	PAFAH1B3 FP inh	PAFAH2 FP inh	PAFAH1B2 FP inh	ZTA counter
3	4	-10	3	-4
4	-4	-11	14	7
5	-1	19	10	0
6	1	-2	-6	9
7	4	1	8	5
8	0	-5	6	5
9	-5	-4	3	5
10	2	0	-2	14
11	2	-3	1	-2
12	4	-13	-5	5
13	2	11	-4	-4

Continuation.
cpd	structure	LYPLA1 inh	PREPL inhibitor	pPAFAH FP inh	LYPLA2 counter	EBNA-1 inhibitor
46	Cc1c(C(=O)N2CCN(C(=O)c3ccco3)CC2)sc2nc(-c3ccc(F)cc3)cn12	-3	1	4	2	15
47	O=C(CSc1ncccc1C(=O)O)c1cccc(C(F)(F)F)c1	-3	6	-2	-2	5
48	Cc1cnc(C(=O)Nc2ccc(C(C)C)cc2)cn1	-1	1	-2	-2	-8
49	CCOc1ccccc1NC(=O)CCC(=O)Nc1ccccc1OCC	-1	-1	1	1	1
50	CCOc1cc(NC(=O)c2ccccn2)c(OCC)cc1NC(=O)c1ccc(Cl)cc1	-3	2	-5	-4	-3
51	N#Cc1nc(-c2ccc(Cl)cc2)oc1N1CCCCC1	-1	7	6	-6	-1
52	O=C(NCc1ccncc1)C(=O)NCC1OCCN1S(=O)(=O)c1ccc(F)cc1 (stereo not given)	0	2	1	7	-6
53	CC(C)Oc1ccc(CCc2nnc(SCC(=O)O)n2-c2ccccc2)cc1	-2	-2	1	-5	-11
54	COc1ccc(NC(=O)c2ccco2)cc1NC(=O)COc1ccccc1[N+](=O)[O-]	0	4	3	3	7
55	CCOC(=O)c1c(-c2cccc(C)c2)csc1NC(=O)c1c(-c2ccccc2)noc1C	1	-11	-4	-1	-10
56	COC(=O)C(C)Sc1ncnc2c1nnn2-c1ccc(F)cc1 (stereo not given)	-5	-5	5	2	0
57	C[C@@H]1CN([C@@H](C)CO)C(=O)Cc2cc(NC(=O)Nc3cccc4ccccc34)ccc2O[C@@H]1CN(C)Cc1ccc(C(F)(F)F)cc1	.	30	-1	.	.
58	COc1ccc(-c2nc(C#N)c(NCCCN(C)C)o2)cc1OC	-6	20	-4	-9	-14

cpd	PAFAH1B3 FP inh	PAFAH2 FP inh	PAFAH1B2 FP inh	ZTA counter
46	0	1	3	11
47	2	-3	5	-2
48	0	2	4	-1
49	6	2	2	12
50	8	1	8	-12
51	-1	-1	2	6
52	5	0	0	-14
53	14	-3	7	3
54	0	-2	3	10
55	-8	4	3	8
56	7	3	11	1
57	-12	-4	-8	.
58	-2	2	-5	-9

Some of the compounds tested; count on the stated rates, not on these rows.
